Glyco luc inh: N-linked glycosylation inhibition | D54 ERlucT glycosylation luciferase reporter, 24 h; percent of 100 nM tunicamycin response | reporter increase, % at 12.5 µM | 0.23% of 360,000 active;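 active means mean luciferase reporter signal, scaled so untreated is 0 and the glycosylation-blocking control 100, at or above a set limit in every replicate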;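 further: luciferase carries N-glycosylation sites so blocking glycosylation raises the light; 0% = median of neutral control wells and 100% = median of 100 nM tunicamycin wells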
NOD2 RIPK2 PPI: NOD2-RIPK2 protein interaction inhibition. O43353. CHO BLA complementation NOD2-RIPK2, CCF4 ratio. inhibition, % at 4.98 µM. 0.38% of 360,000 active. AID 624267; in the data active means inhibition above about 21%;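 further: 0% = vehicle only and 100% = reference blocker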
Granule exo inh: blocks lytic granule exocytosis; TALL-104 LAMP-1 surface exposure, flow cytometry; cells stimulated with thapsigargin and PMA; inhibition, % at 10 µM; 0.66% of 360,000 active; AID 651702;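 active means inhibition above about 55%, limit read from the data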
TLR9-MyD88 block: TLR9-MyD88 interaction inhibition; Q9NR96+Q99836; CHO BLA complementation TLR9-MyD88, CCF4 FRET ratio; inhibition, % at 4.98 µM; 0.21% of 340,000 active;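 active means inhibition above the mean over all tested compounds plus 3 SD, cut at about 21% in these data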;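 further: 0% = DMSO only wells and 100% = clavulanate BLA inhibitor control wells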
aDG glyco up: increases alpha dystroglycan glycosylation; 0.22% of 360,000 active; Pro5-aDG cells, alpha-DG glycosylation AlphaScreen (IIH6); 0% Pro5, 100% B10-LARGE cell signal; activation, % at 10 µM;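 active means activation of at least 8% versus controls, or a plate z-score of at least 8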;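 further: Pro5 are CHO cells carrying HIG-tagged alpha-DG that lacks glycosylation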
MC4R antagonist: antagonists of human melanocortin 4 receptor (MC4R). P32245. inhibition, % at 6.5 µM. MC4R-expressing cells, MTII-stimulated cAMP, LANCE TR-FRET. 0.48% of 360,000 active;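 active means inhibition above its plate's cutoff, the mean of tested wells on that plate plus 3 SD, cut at about 29% in these data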;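 further: 0% = Melanotan II alone and 100% = Melanotan II plus saturating MCL0020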
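Test system: U2OS cells stably expressing human melanocortin 4 receptor (MC4R); also added: Melanotan II challenge; compound: 6.5 µM single dose; timing: 30-min compound preincubation, 1-h Melanotan II challenge, 1-h detection, room temperature; signal: Eu-cAMP/anti-cAMP TR-FRET, emission 671 nm; repeats: one well per compound, no replicates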
ABHD5-PLIN5 inh: ABHD5-PLIN5 protein interaction inhibition; Q00G26+Q8WTS1; Split G. princeps luciferase complementation, luminescence, 4 h; inhibition, % at 4 µM; 0.78% of 360,000 active;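 active means inhibition above the mean inhibition across every tested compound plus 3 SD, cut at about 22% in these data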;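 further: 0% = DMSO only wells and the 100% control is not disclosed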
Target sequence (Q00G26 whole entry, looked up): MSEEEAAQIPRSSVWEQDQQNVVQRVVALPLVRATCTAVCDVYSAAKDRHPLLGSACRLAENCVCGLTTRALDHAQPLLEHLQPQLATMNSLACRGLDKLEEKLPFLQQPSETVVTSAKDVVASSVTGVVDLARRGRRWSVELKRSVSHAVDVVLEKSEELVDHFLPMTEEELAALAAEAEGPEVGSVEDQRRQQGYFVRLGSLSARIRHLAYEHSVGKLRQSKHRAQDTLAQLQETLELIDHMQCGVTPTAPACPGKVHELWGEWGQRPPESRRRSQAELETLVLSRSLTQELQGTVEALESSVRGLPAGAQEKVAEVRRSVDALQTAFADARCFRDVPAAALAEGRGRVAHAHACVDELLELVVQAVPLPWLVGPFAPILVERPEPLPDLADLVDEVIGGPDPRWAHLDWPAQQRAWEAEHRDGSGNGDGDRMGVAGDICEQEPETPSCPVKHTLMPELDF
Target sequence (Q8WTS1 whole entry, looked up): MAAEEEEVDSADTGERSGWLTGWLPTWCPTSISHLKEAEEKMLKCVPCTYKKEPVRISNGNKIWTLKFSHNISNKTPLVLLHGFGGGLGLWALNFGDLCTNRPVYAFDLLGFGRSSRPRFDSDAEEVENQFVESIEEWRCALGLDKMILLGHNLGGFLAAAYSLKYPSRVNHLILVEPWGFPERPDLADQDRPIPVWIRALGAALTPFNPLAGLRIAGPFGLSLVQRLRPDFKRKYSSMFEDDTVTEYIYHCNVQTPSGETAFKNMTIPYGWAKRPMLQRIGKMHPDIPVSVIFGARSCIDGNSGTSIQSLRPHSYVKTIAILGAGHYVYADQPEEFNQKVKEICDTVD
MC4R ag barr: agonists of human melanocortin 4 receptor (MC4R) beta-arrestin; U2OS MC4R beta-arrestin complementation, luminescence; percent of melanotan II response, DMSO zero; activation, % at 8.9 µM; 0.98% of 360,000 active; AID 540308;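 active means activation above a per-plate cutoff, the mean activation of sample wells on that plate plus 3 SD, cut at about 8% in these data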
ABCB6 inh MLPCN: human ABCB6 transporter inhibition | fluorescence ratio to DMSO, % at 10 µM | AID 602162 | 0.19% of 360,000 active | K562-ABCB6 porphyrin accumulation, flow cytometry, 1 h; active compounds read low;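 active means fluorescence ratio to DMSO below 75%, the collection mean minus 3 SD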;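 further: signal is porphyrin accumulated inside mitochondria; 100% equals median channel fluorescence of DMSO control wells; lower ratio means ABCB6 inhibition with less porphyrin fluorescence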
Vif imaging: HIV Vif inhibition | HEK293T cells, Vif self-association by quenched fluorescence, imaging, 24 h | 0.35% of 340,000 active | inhibition, % at 7.49 µM | AID 602346; in the data active means inhibition above about 50%, passing the limit was not always enough; further: some results filed as inactive read as strong as hits
Numbers without * were called inactive; . = no result given.

SMILES	Glyco luc inh	NOD2 RIPK2 PPI	Granule exo inh	TLR9-MyD88 block	aDG glyco up	MC4R antagonist	ABHD5-PLIN5 inh	MC4R ag barr	ABCB6 inh MLPCN	Vif imaging
COc1ccc(Nc2oc(-c3ccc(OC)cc3)nc2C#N)cc1	2	0	-6	1	-0.1	11	-5	-1.4	95	9
O=C(NCc1ccco1)c1cc(-c2ccc3c(c2)OCO3)on1	-1	-2	-2	-3	-0.1	4	9	12*	99	3
CC(=O)Nc1cc(-c2cccc(NS(C)(=O)=O)c2)cn2c(-c3ccccc3)cnc12	-1	6	-20	.	-0.1	5	7	12*	97	9
CCNCC(=O)Nc1ccc(N2CCOCC2)cc1	1	-8	30	-4	-0.3	-15	12	-1.0	94	2
Cc1n[nH]c(=O)nc1N1CCN(c2ccccc2)CC1	2	-5	-3	2	0.2	-1	6	0.9	88	26
CC(C)(C)n1nc2c(c1NC(=O)c1ccc(S(=O)(=O)N3CCCC3)cc1)CSC2	1	2	2	-3	-0.4	18	-2	0.8	104	.
O=C(Nc1nccs1)C1CC(=O)N(c2ccc(F)cc2)C1 (stereo unspecified)	4	-6	-4	-3	0.0	10	-6	0.9	97	-3
COc1ccc(CNC(=O)CCNC(=O)N2CCn3c2nc2ccccc23)cc1	5	-12	11	9	0.2	0	-2	-0.4	92	-7
O=C(NN=C1CCCCCCCCCCC1)c1cccnc1	0	-6	-4	-11	-0.3	3	-3	-0.5	96	-2
CC1=C(C(=O)Nc2ccccc2C)C2(CCCCC2)C(C(N)=O)C(=S)N1 (stereo unspecified)	0	-8	-4	1	0.1	5	-2	-2.9	97	7
Cc1nc2c(ccc3nc(NC(=O)c4ccc5c(c4)OCCO5)sc32)s1	-5	4	0	-11	-0.3	6	-2	11*	95	-4
O=C(/C=C/c1ccccc1)Nc1nnc(-c2ccco2)o1	2	6	2	2	-0.1	-2	-4	-0.3	93	-8
Nc1c2c(nc3sc4c(c13)CCCCC4)CCCCC2	-5	4	-1	3	0.5	2	4	0.1	96	-20
O=C(CCCCn1c(=O)c2ccccc2n(Cc2ccc(F)cc2)c1=O)NCc1ccco1	3	2	1	-4	0.3	2	6	-0.2	97	.
O=c1[nH]c(CSc2nnc(-c3ccccc3)n2C2CCCCC2)nc2ccccc12	-3	-2	2	-2	0.3	20	-8	3.7	86	-7
COc1ccc(NC(=O)Nc2cc3oc4ccccc4c3cc2OC)cc1	-2	-3	0	0	-0.2	6	-4	-0.4	101	-5
Cc1cc(C(=O)OCC(=O)NCc2ccc(F)cc2)c2ccccc2n1	-1	1	12	-4	0.0	10	4	-0.6	98	.
Cc1ccc2nc(/N=C(\N)NC(=O)NC3CCCCC3)nc(C)c2c1	2	-8	-1	.	0.1	-13	8	-0.5	103	-1
CCN(CC)CCN1C(=O)c2ccccc2NC1c1ccc(C)cc1 (stereo unspecified)	4	5	1	-1	0.0	16	4	0.1	91	-8
Cc1cc(C(=O)CCl)c(C)n1Cc1ccco1	9	5	0	-6	0.9	19	11	-1.9	100	5

Among those listed so far, these contain sulfur.
SMILES	Glyco luc inh	NOD2 RIPK2 PPI	Granule exo inh	TLR9-MyD88 block	aDG glyco up	MC4R antagonist	ABHD5-PLIN5 inh	MC4R ag barr	ABCB6 inh MLPCN	Vif imaging
CC(=O)Nc1cc(-c2cccc(NS(C)(=O)=O)c2)cn2c(-c3ccccc3)cnc12	-1	6	-20	.	-0.1	5	7	12*	97	9
CC(C)(C)n1nc2c(c1NC(=O)c1ccc(S(=O)(=O)N3CCCC3)cc1)CSC2	1	2	2	-3	-0.4	18	-2	0.8	104	.
O=C(Nc1nccs1)C1CC(=O)N(c2ccc(F)cc2)C1 (stereo unspecified)	4	-6	-4	-3	0.0	10	-6	0.9	97	-3
CC1=C(C(=O)Nc2ccccc2C)C2(CCCCC2)C(C(N)=O)C(=S)N1 (stereo unspecified)	0	-8	-4	1	0.1	5	-2	-2.9	97	7
Cc1nc2c(ccc3nc(NC(=O)c4ccc5c(c4)OCCO5)sc32)s1	-5	4	0	-11	-0.3	6	-2	11*	95	-4
Nc1c2c(nc3sc4c(c13)CCCCC4)CCCCC2	-5	4	-1	3	0.5	2	4	0.1	96	-20
O=c1[nH]c(CSc2nnc(-c3ccccc3)n2C2CCCCC2)nc2ccccc12	-3	-2	2	-2	0.3	20	-8	3.7	86	-7

(cont.)
SMILES	Glyco luc inh	NOD2 RIPK2 PPI	Granule exo inh	TLR9-MyD88 block	aDG glyco up	MC4R antagonist	ABHD5-PLIN5 inh	MC4R ag barr	ABCB6 inh MLPCN	Vif imaging
COc1cc(CN2CCN(c3ncccn3)CC2)cc(OC)c1	-1	-8	-19	11	0.0	5	-1	-0.4	94	-5
O=C(NCc1ccc(Cl)cc1)c1ccc(CNc2c(N3CCOCC3)c(=O)c2=O)cc1	0	-1	1	1	0.0	13	-1	-1.2	90	-4
COc1ccc2nc(NC(=O)c3ccccc3F)sc2c1	-15	-5	-11	3	0.0	0	-1	-0.6	96	2
COc1cc(/C=N/N=C(N)N)ccc1OCc1ccccc1Cl	-6	-1	4	3	-1.0	7	10	6.8	95	2
O=C(Nc1ccccc1N1CCOCC1)c1cc(=O)[nH]c2ccccc12	4	-7	2	4	-0.1	4	4	-3.2	102	-4
Cc1cccc(C)c1N1CCN(c2nc(N(C)C)oc(=O)c2C#N)CC1	-1	-10	0	2	-0.4	4	4	-2.5	86	-2
CN(C)CCCN(C(=O)CCSc1ccccc1)c1nc2cc3c(cc2s1)OCO3	-11	6	60*	-7	-0.2	-2	27*	-0.4	92	-12
COC(=O)c1cn(CC(=O)NCc2cccs2)c2ccccc12	1	-32	-3	-2	0.1	-2	2	-1.0	91	12
Cc1ccc2nc(SCC(=O)c3ccccc3)nc(=O)n2c1	-10	-21	4	-15	0.0	8	2	-2.5	101	8
C=CCNC(=O)c1cc2nc(C3CC3)cc(C(F)F)n2n1	1	-13	0	-2	1.2	2	2	-0.5	101	13
Cc1ccnn1CC(=O)N/N=C/c1ccc([N+](=O)[O-])s1	5	-7	1	-1	2.2	-18	-11	-1.6	93	7
O=C(O)CC/C(=C\c1ccc(N2CCOCC2)c([N+](=O)[O-])c1)c1nc2ccccc2s1	0	9	-2	-3	0.1	0	-2	-3.0	95	11
O=C(NC(=S)N1CCCC(O)C1)c1ccco1 (stereo unspecified)	2	0	1	-1	0.1	1	-3	-1.1	99	22
Cn1c(Cn2c(=O)sc3ccccc32)nnc1SCc1ccc(F)cc1	-3	-14	0	0	0.1	15	-4	-0.1	105	-2
O=C(NCC1CCCO1)c1ccc2c(=O)n(-c3ccc(F)cc3)c(=S)[nH]c2c1 (stereo unspecified)	-3	-7	-7	1	0.4	3	-1	0.4	109	9
CCCn1c(SCC(=O)N2CCc3ccccc3C2)nc2c1c(=O)n(C)c(=O)n2C	5	4	0	-4	0.1	3	1	-2.5	101	0
CC1CCCCC12NC(=O)N(CC(=O)Nc1sccc1C(N)=O)C2=O (stereo unspecified)	2	5	-1	2	-0.1	16	-10	-0.8	94	-5
Cc1ccc(C(=O)CSC2=C(C#N)C(c3ccco3)CC(=O)N2)c(C)c1 (stereo unspecified)	0	7	-2	1	0.2	0	-6	-0.6	98	14
CC1CCN(c2nc(NCc3ccco3)nc(N)c2[N+](=O)[O-])CC1	-3	-7	-2	0	-0.1	8	19	-0.2	98	-14
NC(c1csc(Nc2cc(Oc3ccccc3)ncn2)n1)C1CCCCC1 (stereo unspecified)	-6	2	9	.	9.7*	-3	-7	10*	101	9
COc1ccc(CNC(=O)COC(=O)c2ccc(C)c(S(=O)(=O)N3CCOCC3)c2)cc1OC	0	9	2	5	1.4	4	0	-1.6	99	2
Oc1ccccc1C1=NCCNC(C(F)(F)C(F)F)=C1	0	8	-1	18	-0.2	-3	1	1.8	91	-4
Cc1ccc(S(=O)(=O)N2CCOCC2)cc1C(=O)Nc1c(C)n(C)n(-c2ccccc2)c1=O	0	-4	4	2	0.5	0	0	0.3	79	5
O=C(NCCS(=O)(=O)NCCCc1ccccc1)c1ccccc1	1	-3	3	0	-0.1	8	-3	-2.4	101	-2
CCN1C(=O)C(CC(=O)Nc2ccc(F)cc2)N(CCc2ccc(OC)cc2)C1=S (stereo unspecified)	-1	5	-2	-3	0.5	-2	-3	3.1	99	0
CC1(C(=O)NC2CCCCCCC2)CCC(=O)N1CCN1CCOCC1 (stereo unspecified)	0	-3	-2	-1	-0.1	0	0	-0.1	91	6
O=C(Nc1ccc(F)cc1)Nc1ccccc1NS(=O)(=O)c1cccs1	3	11	1	-5	0.4	2	-8	-1.9	104	7
Cc1ccc(C(CC(=O)O)NC(=O)c2ccc(S(=O)(=O)N3CCCC3)cc2)cc1 (stereo unspecified)	1	-8	2	10	0.1	-1	-4	-3.1	92	17
COc1ccc2c(c1OC)c(=O)n1c3ccc(OC(C)C(=O)NCCN4CCOCC4)cc3c3ccnc2c31 (stereo unspecified)	13	-2	13	-12	-0.2	3	5	-2.4	101	-9
Nc1ccccc1Sc1c[nH]c2ccccc12	-4	-10	10	-9	0.0	16	-6	-0.7	97	0
COC(=O)[C@]1(Cc2ccccc2)N[C@H](CN(C)C(=O)COc2ccccc2)[C@@H]2C(=O)N(Cc3ccccc3)C(=O)[C@@H]21	1	-6	-2	-5	0.2	-5	-5	-1.4	99	-5
CCCCNC(=O)CSc1nc2cc3c(cc2c(=O)n1CCCN(CC)CC)OCO3	-1	3	0	-5	0.3	20	3	0.5	97	3
Cc1ccc(S(=O)(=O)Nc2ccccc2CNc2ncc(Br)cc2Br)cc1	-6	-2	0	-16	0.8	8	-4	0.3	96	-3
CC1CCN(S(=O)(=O)c2ccc(NC(=O)Cc3cccs3)cc2)CC1	-3	-8	-4	-7	0.4	-6	33*	0.6	106	-4
Cc1c(NC(=O)/C(C#N)=C/c2c(Oc3ccccc3)nc3ccccn3c2=O)c(=O)n(-c2ccccc2)n1C	1	5	18	3	0.1	2	8	-1.8	100	9
Cc1cc(=O)oc2c(CN3CCN(CCO)CC3)c(O)ccc12	1	-8	-12	0	-0.2	16	2	0.2	89	-1

Screening results (PubChem BioAssay)

An excerpt (hit frequency here may not be typical).
